# PriA SSB inh = K. pneumoniae PriA-SSBct interaction inhibition; AlphaScreen SSBct-PriA binding, biotinylated peptide; inhibition, % at 33 µM; actives 0.6% (n = 430,000); AID 1272365; in the data active means inhibition mostly above about 37%, no sharp cut-off; inactive means mostly below about 20%;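 further: plate controls were negative control peptide for no effect and reference peptide for full effect; strong numbers were not always called active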
# Vc quorum ag = quorum light induction in luxS cqsA deficient V. cholerae. V. cholerae BH1578 lux reporter, luminescence, 6 h. activation, % at 18.7 µM. actives 0.16% (n = 350,000). AID 588436; in the data active means activation mostly above about 9.7%, no sharp cut-off; inconclusive means no clear call, values can overlap the other calls; inactive means mostly below about 3.7%; further: not every result past the cut was called active; inactives centre near 0; reference of the scale not given here
# TcdB inh = inhibitors of Clostridioides difficile toxin B glycohydrolase. P18177. TcdB glycohydrolase enzymatic assay, plate reader. inhibition, % at 9.99 µM. actives 0.24% (n = 350,000); in the data active means inhibition above about 10%
# MazEF act = MazEF (E. coli) toxin RNase activation; P0AE70; FAM/BHQ RNA-DNA oligo cleavage fluorescence, 5 h; activation, % at 20 µM; actives 0.32% (n = 350,000); in the data active means activation above about 50%
# Target sequence (P0AE70 whole entry, looked up): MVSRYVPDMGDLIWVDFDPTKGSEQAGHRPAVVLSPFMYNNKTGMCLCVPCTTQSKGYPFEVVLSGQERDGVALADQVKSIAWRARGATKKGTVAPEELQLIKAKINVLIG
# Y pestis TopoI = inhibitors of Yersinia pestis topoisomerase I | actives 0.064% (n = 360,000) | activity, % at 10 µM | AID 504884 | Y. pestis Topo-I cleavage product accumulation, plate reader; in the data active means activity above about 50%, passing the limit was not always enough; inconclusive means no clear call, values can overlap the other calls; further: inactives centre near 2
# Rv3671c inh = inhibits the M. tuberculosis serine protease Rv3671c; P9WHR9; inhibition, % at 5.96 µM; actives 0.048% (n = 320,000); AID 2606; in the data active means inhibition above about 38%;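 further: extracellular domain of Rv3671c used as enzyme; 0% = enzyme with DMSO and 100% = no enzyme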
# Target sequence (P9WHR9 whole entry, looked up, the tested form may be a part): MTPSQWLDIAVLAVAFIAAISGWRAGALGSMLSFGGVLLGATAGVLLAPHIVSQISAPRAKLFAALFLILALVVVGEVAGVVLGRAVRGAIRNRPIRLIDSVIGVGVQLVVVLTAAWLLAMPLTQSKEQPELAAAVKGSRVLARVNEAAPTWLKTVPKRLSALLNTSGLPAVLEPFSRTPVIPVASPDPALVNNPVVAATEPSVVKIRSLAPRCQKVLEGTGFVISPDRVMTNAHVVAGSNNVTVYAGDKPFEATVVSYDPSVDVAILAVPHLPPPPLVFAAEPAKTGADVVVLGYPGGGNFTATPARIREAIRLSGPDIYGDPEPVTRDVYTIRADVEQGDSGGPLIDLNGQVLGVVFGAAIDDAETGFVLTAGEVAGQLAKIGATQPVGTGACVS
# VHR inh abs = inhibitors of human VHR1 phosphatase (DUSP3). P51452. recombinant VHR phosphatase, pNPP absorbance. inhibition, % at 13.3 µM. actives 0.52% (n = 290,000); in the data active means inhibition above about 50%; further: some compounds called inactive have numbers as strong as hits
# Target sequence (P51452 whole entry, looked up): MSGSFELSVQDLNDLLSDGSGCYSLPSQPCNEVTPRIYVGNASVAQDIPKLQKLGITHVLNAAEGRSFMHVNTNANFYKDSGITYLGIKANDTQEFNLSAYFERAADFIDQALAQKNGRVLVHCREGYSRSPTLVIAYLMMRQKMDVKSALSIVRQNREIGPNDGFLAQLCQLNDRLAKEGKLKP
# SARS 3CLpro inh = SARS-CoV 3CLpro protease inhibition. P0C6X7. recombinant SARS-CoV 3CLpro, quenched FRET peptide cleavage. inhibition, % at 6 µM. actives 0.14% (n = 290,000); in the data active means inhibition above about 12%
# PfHsp40 rescue = rescue of PfHsp40-mediated yeast toxicity; S. cerevisiae expressing PfHsp40, growth rescue, ATP luminescence; growth rescue, % at 12.5 µM; actives 0.68% (n = 340,000); in the data active means growth rescue above about 28%, passing the limit was not always enough; inconclusive means no clear call, values can overlap the other calls;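 further: yeast W303a lacking pdr1 and pdr3 grown in galactose medium; growth measured after three days at 30 °C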
# Anthrax LF prot = inhibitors of Bacillus anthracis lethal factor protease; multiplex microsphere protease cleavage assay, LF; inhibition, % at 10 µM; actives 0.12% (n = 360,000); AID 588501; in the data active means inhibition above about 30%; inconclusive means no clear call, values can overlap the other calls; further: plate controls were buffer without enzyme for full effect and enzyme alone for no effect
# The depositor's hits bear a star; i = inactive; ? = inconclusive; · = no result given; & = joins results of further samples.
# Under each structure – Rv3671c inh	VHR inh abs	Y pestis TopoI	MazEF act	SARS 3CLpro inh	PriA SSB inh	Vc quorum ag	TcdB inh	Anthrax LF prot	PfHsp40 rescue
[1] COC(=O)c1sc2nc3c(cc2c1N)CCCC3
  -9	14	4	11	-1	-17	i	1.4	2	1.4
[2] CC(=O)N1CCN(c2ccccc2NC(=O)COc2ccc(Cl)cc2Cl)CC1
  0	7	15	-2	1	8	i	·	0	1.5
[3] Cc1ccc2c(CC(=O)OCc3cc(=O)n4c(n3)sc3ccccc34)coc2c1
  -2	11	-3	-1	-2	-5	-0.9	·	0	0.0
[4] CC(=O)N(C)C[C@H]1Oc2ncc(Br)cc2C(=O)N([C@H](C)CO)C[C@@H]1C
  ·	·	3	-1	·	·	-0.4	0.1&-1.8	0	·
[5] Oc1ccccc1C1=Nc2ccccc2N=C(c2ccco2)C1
  -18	20	0	56*	4	-2	i	·	-5	0.0
[6] COC(=O)c1[nH]c2ccccc2c1NC(=O)CN1CCN(c2cccc(OC)c2)C(C)C1 (stereo not drawn)
  5	7	1	-6	2	35	0.0	·	-4	1.2
[7] C=CCn1c(SCCN2CCCC2)nc2c([nH]c3ccccc32)c1=O
  5	40	6	18	6	11	-0.2	2.6	-1	-0.4
[8] Cc1ccc(-c2nn(-c3ccccc3)cc2/C=N/NS(=O)(=O)c2ccccc2)cc1
  -89	26	-2	-13	4	·	4.1	·	1	-0.2
[9] CC(C)c1ccc(NC(=O)COc2ccccc2)cc1
  2	-9	6	-3	0	-32	1.7	1.9	-4	1.2
[10] O=[N+]([O-])c1ccc(N2CCCC2)cc1N/N=C1\CN2CCC1CC2
  -3	0	4	14	-3	·	-0.4	·	-2	-2.1
[11] N#Cc1c(NC(=O)CSc2ncn(-c3ccccc3)n2)sc2c1CCCC2
  -2	7	4	2	-2	1	-0.7	·	3	1.2
[12] Cc1c(NC(=O)c2cc(-n3cnnc3)ccc2Cl)cccc1-c1nc2ccccc2o1
  -2	18	46	19	-3	4	-0.5	·	-6	1.3
[13] COc1ccccc1NC(=O)CNC(=O)c1ccc(Br)o1
  5	14	2	2	4	-13	-0.4	-0.2	·	0.3
[14] CCOc1ccc(C(=O)NCC(=O)OCc2csc(-c3ccccc3)n2)cc1
  -13	1	23	9	4	-14	0.4	1.3	-3	2.8
[15] CCC[C@@H](CN1CCC[C@H]1CN1C(N)=NC[C@H]1CC(C)C)N1C[C@@H](Cc2ccccc2)N(CCc2ccc(Cl)c(Cl)c2)C1=N
  7	·	-16	-20	·	2	i	0.8	-9	1.1

# More records:
# Under each structure – Rv3671c inh	VHR inh abs	Y pestis TopoI	MazEF act	SARS 3CLpro inh	PriA SSB inh	Vc quorum ag	TcdB inh	Anthrax LF prot	PfHsp40 rescue
[16] Cc1nnc(SCC(=O)NCc2ccc3c(c2)OCO3)[nH]c1=O
  -3	28	6	7	3	-2	i	·	-6	2.3
[17] c1ccc(OCCN2CCNCC2)cc1
  ·	·	-1	1	·	0	i	0.9	3	-1.1
[18] CN1CCN(C(=O)/C(=C\c2cccc([N+](=O)[O-])c2)NC(=O)c2cccs2)CC1
  1	31	8	2	4	-11	-1.5	-0.2	1	-3.1
[19] CCCCCNC(=O)c1ccc(NC(=O)CC2SC(N3CCCC3)=NC2=O)cc1 (stereo not drawn)
  ·	·	0	7	·	·	-0.7	0.4	-1	·
[20] O=C(Nc1ccc2[nH]c(=S)sc2c1)c1ccccc1
  1	-2	-12	2	3	13	-0.3	·	-1	0.2
[21] O=C(c1ccco1)N1CCN(C(=S)Nc2cccc([N+](=O)[O-])c2)CC1
  1	14	-1	5	1	-3	-0.6	0.6	-4	-0.4
[22] COC(=O)c1nc2n(n1)C(c1cccc(Cl)c1)C1=C(CCCC1=O)N2 (stereo not drawn)
  5	-9	3	7	-1	-11	-0.2	1.7	1	1.9
[23] CCc1nc(Sc2nc(C)cc(C)n2)c2oc3ccccc3c2n1
  0	12	19	-8	2	-5	i	·	-3	0.8
[24] Cc1nc(N2CCCC2)c2ccsc2n1
  -1	-4	3	-1	0	-17	i	·	3	0.9
[25] Cc1cc2c(cc1C)C(=O)NC(C)(C)C2
  -6	0	6	-1	10	3	i	·	-2	-2.0
[26] Cc1cccc(C2CC3(CC(C)(C)NC(=S)N3)Oc3cc(O)ccc32)c1 (stereo not drawn)
  -1	-18	11	-5	2	13	i	2.1	-4	1.7
[27] CCCCn1c(N)c(N(C)C(=O)c2ccc(Br)o2)c(=O)[nH]c1=O
  0	·	2	2	·	-15	-0.3	-1.2	-7	-1.7
[28] O=C(Nc1cccc(C(F)(F)F)c1)/C(=C/c1ccco1)NC(=O)c1cccs1
  -7	-8	-8	3	6	8	i	·	-2	1.4
[29] COc1cc(NC(=O)Nc2ccccc2OC)c(OC)cc1NC(=O)CN1CCCCC1
  12	27	3	6	7	38	i	·	-6	-0.5
[30] COc1ccc(N2C(=O)C3C(C2=O)C(C(=O)c2ccc(Cl)cc2)N2CCCC32)cc1 (stereo not drawn)
  3	17	3	-31	2	12	-0.8	-0.3	-20	0.2

# (next part)
# Under each structure – Rv3671c inh	VHR inh abs	Y pestis TopoI	MazEF act	SARS 3CLpro inh	PriA SSB inh	Vc quorum ag	TcdB inh	Anthrax LF prot	PfHsp40 rescue
[31] O=C(NCCOc1nc(N2CCCCC2)nc(N2CCCCC2)n1)Nc1ccccc1
  -17	35	5	2	2	-3	8.3	1.1	-2	1.1
[32] CCc1ccccc1NC(=O)CN(C)C(=O)Cn1ncc(Cl)c(Cl)c1=O
  2	21	2	-2	-2	-10	-0.2	-15	-2	0.6
[33] Cn1cnnc1Sc1ccc(C(=O)OCC(=O)NC2CC2)cc1[N+](=O)[O-]
  ·	11	0	6	1	0	i	-1.9	8	1.3
[34] CCCC(=O)Nc1c(C)n[nH]c1C
  -1	28	6	4	1	-6	-0.3	·	0	0.4
[35] COCCNC(=O)c1cccc(OC2CCN(Cc3ccc(C(C)C)cc3)CC2)c1
  1	10	-1	5	-4	-6	i	1.8	-5	0.9
[36] O=C(CN1CCCCCC1)Nc1ccccc1F
  -5	-11	-9	8	2	-4	2.9	·	1	0.4
[37] CCN1CCN(CCc2nc3cc(NC(=O)COc4ccc(Cl)cc4)ccc3n2C)CC1
  1	4	6	14	-2	-5	-0.9	-1.0	-18	-1.1
[38] CN(C)c1ccc(/C=N/N(CCC(=O)NC(C)(C)C)C2=NS(=O)(=O)c3ccccc32)cc1
  -1	-16	14	-26	6	·	i	-0.3	-12	1.1
[39] O=C(CCCl)Nc1cc(SCCO)cc([N+](=O)[O-])c1
  -5	17	1	3	-1	-5	-0.4	·	-2	-0.4
[40] Cc1cc(NC(=O)c2ccc(NC(=O)c3cccs3)cc2)no1
  -5	26	9	-22	-3	5	-0.2	·	-2	-0.2
[41] COc1ccc(C(=O)CCC(C)(C)[N+](=O)[O-])cc1OC
  8	2	6	2	-4	13	-1.1	-0.2	-1	1.7
[42] COc1ccc(S(=O)(=O)Oc2ccc(C(=S)N3CCOCC3)cc2OC)cc1
  6	27	12	9	3	-13	0.0	-0.8	14	2.0
[43] CCC1=NN(C(=O)c2ccc(Cl)cc2)C(O)(c2ccccc2)C1 (stereo not drawn)
  9	-8	-15	11	10	-9	-0.4	1.4	2	-0.7
[44] Cc1cccc2sc(N(CCN3CCOCC3)C(=O)CCS(=O)(=O)c3ccccc3)nc12
  10	·	4	-6	·	-9	1.4	0.1	1	-0.5
[45] COc1ccc(NC(=S)NC(C)C(c2ccccc2)N2CCOCC2)cc1 (stereo not drawn)
  7	22	0	-6	-1	-5	i	2.2	-7	-2.3

# Continuation:
# Under each structure – Rv3671c inh	VHR inh abs	Y pestis TopoI	MazEF act	SARS 3CLpro inh	PriA SSB inh	Vc quorum ag	TcdB inh	Anthrax LF prot	PfHsp40 rescue
[46] COc1cc(C(=O)N/N=C/C2CC=CCC2)cc(OC)c1OC (stereo not drawn)
  -5	1	-7	-12	-2	·	i	·	-5	-0.7
[47] CC(=O)OCC(OC(C)=O)C(OC(C)=O)C(OC(C)=O)C(=O)Nc1ccc(C)cc1 (stereo not drawn)
  6	-3	3	-1	-2	-18	-0.4	·	?	-0.6
[48] CCOCCCNC(=O)C1(O)c2cc(Br)ccc2NC(=O)N1c1ccc(OCC)cc1 (stereo not drawn)
  -7	·	6	1	-9	-1	-1.0	0.1	-4	51*
[49] O=C(NC(Cc1ccccc1)C(=O)O)/C(=C\c1ccc(F)cc1)NC(=O)c1ccccc1 (stereo not drawn)
  6	34	-10	-20	3	-4	0.7	·	-6	-0.5
[50] COc1ccc(C(=O)N(CCc2ccccc2)Cc2ccccc2)cc1S(=O)(=O)N1CCOCC1
  -1	·	23	-2	·	16	i	-3.9	5	0.8
[51] COc1ccccc1C(=O)NCC(=O)OCC(=O)c1ccc(Cl)s1
  7	·	17	-8	·	-11	0.7	-0.1	-3	0.7
[52] Cc1ccccc1S(=O)(=O)N(C)C[C@@H]1OCc2ccccc2-c2c(n(C)c3ccccc23)C(=O)N([C@H](C)CO)C[C@@H]1C
  ·	·	42	1	·	·	-3.1	1.2	-6	·
[53] NC(=O)C1(Nc2ccc(C(=O)O)cc2)CCCC1
  ·	·	2	5	·	-5	i	1.4	-2	-0.4
[54] O=C(O/N=C1\CCS(=O)(=O)c2sccc21)C1CC1
  8	-8	8	2	5	·	0.7	2.5	7	-0.4
[55] Cc1ccccc1S(=O)(=O)NC(=O)C1(C)CCN1C(=O)CCc1cccs1 (stereo not drawn)
  ·	·	-4	·	·	·	-0.2	-1.0	-3	·
[56] C=Cc1cccc(NC(=O)c2ccc(NC(=O)c3ccco3)cc2)c1
  -33	6	2	-3	-1	0	i	1.7	-2	-1.2
[57] C=CCc1cc(C=C2C(=O)N(C)C(=O)N(C)C2=O)cc(OCC)c1OCc1ccccc1
  -17	36	13	-26	-4	-57	-3.6	·	-2	0.8
[58] COc1ccc(N2CCN(S(=O)(=O)c3cc(C)ccc3OC)CC2)cc1
  -2	9	17	-6	-2	14	-3.2	3.3	-3	0.5
[59] Cc1cc(C)nc(N/N=C/C(Cl)=C/c2ccccc2)n1
  3	2	4	5	-1	·	-0.6	1.6	-1	-0.5
[60] CCOc1cc(C(=O)Nc2cccnc2)cc(OCC)c1OCC
  -3	18	-3	4	2	3	-0.2	1.3	7	-0.4

# Some of the entries so far, tab-delimited:
no.	SMILES	Rv3671c inh	VHR inh abs	Y pestis TopoI	MazEF act	SARS 3CLpro inh	PriA SSB inh	Vc quorum ag	TcdB inh	Anthrax LF prot	PfHsp40 rescue
51	COc1ccccc1C(=O)NCC(=O)OCC(=O)c1ccc(Cl)s1	7	·	17	-8	·	-11	0.7	-0.1	-3	0.7
52	Cc1ccccc1S(=O)(=O)N(C)C[C@@H]1OCc2ccccc2-c2c(n(C)c3ccccc23)C(=O)N([C@H](C)CO)C[C@@H]1C	·	·	42	1	·	·	-3.1	1.2	-6	·
53	NC(=O)C1(Nc2ccc(C(=O)O)cc2)CCCC1	·	·	2	5	·	-5	i	1.4	-2	-0.4
54	O=C(O/N=C1\CCS(=O)(=O)c2sccc21)C1CC1	8	-8	8	2	5	·	0.7	2.5	7	-0.4
55	Cc1ccccc1S(=O)(=O)NC(=O)C1(C)CCN1C(=O)CCc1cccs1 (stereo not drawn)	·	·	-4	·	·	·	-0.2	-1.0	-3	·
56	C=Cc1cccc(NC(=O)c2ccc(NC(=O)c3ccco3)cc2)c1	-33	6	2	-3	-1	0	i	1.7	-2	-1.2

# An excerpt; rates above refer to the full screens.
